Screens as filed in PubChem.
ERK EGF block = qHTS Assay for Inhibitors of the ERK Signaling Pathway using a Homogeneous Screening Assay; Stimulation with EGF; Potency, µM (doses to about 11.5 µM), for inactives: at the highest dose activity change, negative = inhibition, actives largely listed as inhibitors; HEK293-V1b, EGF-stimulated phospho-ERK AlphaScreen; hit rate 0.41% among 130,000; active = well fitted inhibition curve with a large enough effect; inconclusive = small, poorly fitted or top-dose-only effect, or effect the other way;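 note: plate controls were stimulated vehicle wells for no effect and unstimulated vehicle basal for full effect; nearly all actives have a fitted effect of over 55% in size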
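HEK293 cells stably expressing V1b receptor, serum-reduced (1% FBS) overnight, pretreated 30 min with compound, then stimulated 5 min with 25 nM EGF; phospho-ERK detected by AlphaScreen SureFire. AC50 from Hill fits, normalized to DMSO and EGF.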
Active calls of the source: *; u = inconclusive; & = joins results of further samples; [ ] = remark or other dose. Potency is the fitted concentration of half-maximal effect. This is a subset; count on the stated rates, not on these rows.

SMILES	ERK EGF block
OCCC1CN(Cc2cccn2-c2ccccn2)CCN1C1CCCC1 (stereo not drawn)	-2%
O=S1(=O)NC[C@]23C[C@H](c4ccc(F)cc4)[C@@H](C[C@@H]21)O3	-8%[57.5 µM]
Cc1cc(C)c(NC(=S)NC(NC(=O)c2ccccc2)C(Cl)(Cl)Cl)c(C)c1 (stereo not drawn)	4%
Nc1ccc2oc(C3CCCCC3)nc2c1	-6%
O=C(Nc1ccc2c(c1)OCO2)c1cnc2n(c1=O)CCS2	0%
CC(C)(C)c1ccc(OCCCNC2CCCC2)cc1	-8%
CN(C)c1ccc(Nc2c3c4c(cccc4n(C)c2=O)C(=O)c2ccccc2-3)cc1	3.2µM*
Nc1nc(SCc2ccccc2Cl)ns1	-7%
O=C(NCCN1CCOCC1)C1CCN(S(=O)(=O)N2CCCC2)CC1	-33%
COc1ccc(-c2cc(C(F)(F)F)nc(SCC(=O)NCc3cccs3)n2)cc1OC	3%
CCc1cccc(C)c1NC(=O)CCCSc1nc2ccccc2s1	5%
COc1cc(CN2CCC(CO)(Cc3cccc(C(F)(F)F)c3)CC2)ccc1F	-5%[57.5 µM]
O=C(CNC(=O)c1cccc(Cl)c1)N/N=C/C=C/c1ccccc1	2%
CC(C)N1C/C(=C/c2cccnc2)C(=O)/C(=C/c2cccnc2)C1	3%
c1ccc(Cn2nc(-c3ccccc3)nc2-c2ccccc2)cc1	-9%
O=C(CNC(=O)c1ccccc1F)NC1CC1	-4%
Cc1cc(OCCCCn2ccnc2)cc(C)c1Cl	1%
O=C(Nc1nc2ccccc2n1CCN1CCOCC1)c1ccc(COc2ccccc2Br)o1	-18%
CCCCOP(=O)(c1ccc(N(C)C)cc1)C(O)c1ccc(OC)c(OC)c1 (stereo not drawn)	4%[57.5 µM]
NS(=O)(=O)c1cccc(NC(=O)CSc2nnnn2-c2ccccc2)c1	-6%[57.5 µM]
O=C(CCl)Nc1ccccc1C(=O)c1ccccc1	-3%
O=C(/C=C/c1ccc(Br)o1)Nc1nnc(C2CC2)s1	7%[57.5 µM]
COC(=O)CSc1nc2ccccn2c(=O)c1C=O	-3%[57.5 µM]
Cc1nn(CCCC(=O)Nc2cc(Oc3ccc(F)cc3)cc([N+](=O)[O-])c2)c(C)c1[N+](=O)[O-]	-4%
O=c1[nH]cnc2[nH]ncc12	-1%&9%
Other entries.
SMILES	ERK EGF block
Cc1cc(NC(=O)COC(=O)[C@@H](NS(=O)(=O)c2ccccc2)C(C)C)no1	6%
COc1ccc(C2CCCN2C(=S)Nc2ccc(C)cc2Cl)cc1OC (stereo not drawn)	-6%
CCCCC[C@H](O)/C=C/C1=C(C/C=C\CCCC(=O)O)C(=O)CC1	-14%
CCC1(c2ccc(F)cc2)NC(=O)N(CC(=O)Nc2ccc(S(N)(=O)=O)cc2)C1=O (stereo not drawn)	-7%
CSc1nc(-c2ccco2)nn1S(=O)(=O)c1ccc(C)cc1	7%
CC1=CC2=NC(=O)/C(=C\c3cccn3CCOc3ccccc3C)C(=N)N2O1	-6%[57.5 µM]
O=C(COC(=O)/C=C/c1ccc([N+](=O)[O-])cc1)NCc1ccco1	8%[57.5 µM]
Cc1ccc(C(=O)N/C(=C\c2ccc(C)o2)C(=O)O)cc1	6%[57.5 µM]
CCOc1cc(/C=N/n2c(C)nnc2C)ccc1O	15%[57.5 µM]
O=C(c1ccco1)N1CCN(C(=O)c2cccc3c2C(=O)N(C2CCCCC2)C3)CC1	-10%
CCOc1cc(/C=N/NC(=O)CN2CCCCC2)ccc1OCc1cccc(Cl)c1	-2%
COc1ccc(/C=C2/SC(=O)N(CCC(=O)Nc3ccc(C)cc3)C2=O)cc1OC	1%
CCOC(=O)CCn1cnc2ccc([N+](=O)[O-])cc2c1=O	4%
COc1cc(/C=C2\SC(=S)N(Nc3ccccc3)C2=O)ccc1O	u
COc1cc(C2NC(=O)NC(c3ccccc3)=C2C(C)=O)c(Cl)cc1OCC(=O)O (stereo not drawn)	0%
Fc1ccccc1/C=C1\CCCC2=C1NC(=S)NC2c1ccccc1F (stereo not drawn)	-6%
COCCn1c(=O)c(-c2ccc(F)cc2)nc2cnc(Oc3ccc(OC)cc3)nc21	-9%
Fc1cccc(/C=N/Nc2ccccn2)c1	0%
COc1ccc(N2CC(NC(=O)Nc3ccccc3)CC2=O)cc1 (stereo not drawn)	2%
O=C(NC(=S)Nc1nc2ccc(F)cc2s1)c1ccco1	7%
CC(=O)c1c(C)nc(C)nc1NC(=O)Cc1ccccc1	5%
NS(=O)(=O)c1ccc(NC(=O)COC(=O)CNC(=O)C23CC4CC(CC(C4)C2)C3)cc1	0%
Cc1cnc(C)c(N2CCN(Cc3nc(-c4ccc(C)o4)oc3C)CC2)n1	-17%
COc1cc(CNC(C)c2ccccc2)cc(Cl)c1OCC(=O)Nc1ccccc1 (stereo not drawn)	u
O=c1[nH]c(SCCOc2cccc3ccccc23)nc2ccccc12	-4%
Additional structures follow:
SMILES	ERK EGF block
COc1ccc(C2=NN(C(=O)c3ccco3)C(c3cc4ccccc4nc3Cl)C2)cc1 (stereo not drawn)	-14%[57.5 µM]
COc1ccccc1NCCC(=O)OCC(=O)NC1CCCCCC1	6%
Cc1cc(C)n(-c2nnc(NC34CC5CC(CC(C5)C3)C4)nn2)n1	u
O=C(CCc1ccccc1)NCC(=O)N/N=C/c1ccc(O)cc1O	-5%[57.5 µM]
Cc1nc(-c2ccc(S(=O)(=O)N3CCCN(CCc4ccccc4)CC3)s2)cs1	1%[57.5 µM]
O=C(/C=C/c1nc2ccccc2s1)N1CCCCCC1	9%
O=C(Nc1cccnc1Cl)c1ccc2c(Cl)c3c(nc2c1)CCC3	u
CN(C)S(=O)(=O)c1cccc(NC(=O)CSc2nc3c(cc2C#N)C(=O)CC(C)(C)C3)c1	4%
C=CC[N+]1(CC=C)CCOCC1	2%
COc1ccc(OC)c(N2CC(O)(c3cccs3)[N+]3=C2SCCC3)c1 (stereo not drawn)	-5%
CCNc1ccc(Br)cc(C(=O)/C=C/c2ccc(Cl)cc2)c1=O	-11%
O=C(Cn1nnc2ccccc21)c1ccc(Br)cc1	0%[57.5 µM]
CCCCC1=CC2=C(c3ccco3)C(=O)C(C)(OC(=O)c3ccc(OC)cc3)C(=O)C2=CN1CC1CC1 (stereo not drawn)	u
N=C(N)SCc1ccccn1	24%
CCn1nc(C)c(/C=N/NC(=O)Cn2nnc(N)n2)c1C	4%[57.5 µM]
CC(=O)Nc1cccc(C(=O)/C=C/c2ccc(/C=C/C(=O)c3cccc(NC(C)=O)c3)cc2)c1	-2%
C=CCNCCOc1ccc(C(C)(C)c2ccccc2)cc1	0%
CCOC(=O)C(=O)NNc1ccccc1OC	6%[57.5 µM]
CCc1ccc(OCCOCC(O)CNC(C)(C)C)cc1 (stereo not drawn)	-3%
Cc1ccc(CSCCNC(=O)CN(c2cccc([N+](=O)[O-])c2)S(C)(=O)=O)cc1	u
O=C(COC(=O)CCCc1nc2ccccc2s1)NC(=O)NCc1ccco1	4%
O=Cc1ccnc(-c2ccc(OC(=O)c3ccco3)cc2)n1	-1%
CN(CCc1ccccn1)C(=O)CCC1CCCN(C(=O)c2ccc3c(c2)OCCO3)C1 (stereo not drawn)	-21%
CC1(C(=O)O)Oc2cccnc2NC1=O (stereo not drawn)	3%
Cc1cccc(NC(=S)N(CCN(C)C)Cc2cc3cc(C)ccc3[nH]c2=O)c1	10%
(more compounds)
SMILES	ERK EGF block
CN(Cc1cccs1)C(=O)Cc1c[nH]c2ccccc12	3%
CC(=O)[C@@H]1[C@@H](C)N(Cc2ccccc2)C(=O)N[C@H]1c1cccc(C(F)(F)F)c1	-9%[57.5 µM]
N[C@H](Cc1ccc(O)cc1)C(=O)O	-6%
C/C(N)=C(/C#N)C(=O)COC(=O)[C@@H](NC(=O)c1ccccc1Cl)C(C)C	0%
CN(CC(=O)Nc1ccc2c(c1)CCC2)CC(=O)Nc1ccccc1Br	-7%
CCC(C)(C)NC(=O)C(c1ccc(F)cc1)N(Cc1ccc(OC)cc1)C(=O)c1cnccn1 (stereo not drawn)	-2%
CN(C(=O)CSc1ncnc2sc(-c3ccccc3)cc12)C1CCS(=O)(=O)C1 (stereo not drawn)	u
N#CC1=C(N)N(c2ccc(F)cc2)C2=C(C1c1ccc(O)cc1)S(=O)(=O)CC2 (stereo not drawn)	6%
CSCCC(NS(=O)(=O)c1ccc(Br)cc1)C(=O)OCC(=O)NC1CC1 (stereo not drawn)	-5%
CC1CC(C)(C)NC(=S)N1CC(=O)N1CCN(Cc2ccccc2)CC1 (stereo not drawn)	7%
COc1ccc(C(=O)/C=C/Nc2ccc(S(N)(=O)=O)cc2)cc1OC	-1%[57.5 µM]
O=C(NCc1cccc2ccccc12)[C@H]1C[C@@H]1[C@H](NP(=O)(c1ccccc1)c1ccccc1)c1ccccc1	-4%
CCN(CC(=O)Nc1ccc(OC)cc1)CC(=O)Nc1ccc(Br)cc1F	-8%
Cc1sc(N)c(C(=O)c2ccccc2)c1C	-3%
CN(C)S(=O)(=O)c1ccc(C(=O)NCC(=O)N/N=C/c2ccccc2Cl)cc1	-25%
O=C1CC(N2CCSCC2)C(=O)N1c1ccccc1 (stereo not drawn)	-7%
O=C(c1ccc(Cl)c(S(=O)(=O)N2CCOCC2)c1)N(c1ccccn1)C1CCCCC1	2%
N#Cc1c(Nc2ccccc2C(F)(F)F)s[nH]c1=O	u
O=[N+]([O-])c1cccc(NC2=NCCC2)c1	-2%
C[C@@H](C(=O)N[C@@H](Cc1c[nH]c2ccccc12)C(=O)O)n1nnc2ccccc2c1=O	-4%[57.5 µM]
CC(C#N)(Nc1ccc(Cl)cc1)c1cccnc1 (stereo not drawn)	11%
CCc1cccc(C)c1NC(=S)NCc1cccn1C	8%
NC(=O)CN1CCN(C2CC(=O)N(CCc3ccccc3)C2=O)CC1 (stereo not drawn)	6%
Cc1csc(SCCn2c(Br)nc3c2c(=O)[nH]c(=O)n3C)n1	u
Cc1ncc(CN2CCN(Cc3ccc(F)cc3)C(CCO)C2)s1 (stereo not drawn)	19%

In a second layout: entries from further up
canonical_smiles | ERK EGF block
N#CC1=C(N)N(c2ccc(F)cc2)C2=C(C1c1ccc(O)cc1)S(=O)(=O)CC2 (stereo not drawn) | 6%
CSCCC(NS(=O)(=O)c1ccc(Br)cc1)C(=O)OCC(=O)NC1CC1 (stereo not drawn) | -5%

(further entries)
SMILES	ERK EGF block
CCN(C(=O)Cn1c(=O)oc2cc(S(=O)(=O)N3CCOCC3)ccc21)c1ccccc1	-5%[57.5 µM]
Nc1c(Cl)ncnc1N/N=C/c1cccc(O)c1	-3%[57.5 µM]
O=[N+]([O-])c1cccnc1Oc1ccc(F)cc1	0%[57.5 µM]
O=C(CN1C(=O)c2ccccc2S1(=O)=O)c1ccc2c(c1)OCCCO2	-8%[57.5 µM]
CC(C)C(=O)N1CCC2(CC1)Oc1ccc(Cl)cc1C(=O)C21CC(c2ccc(Cl)cc2)=NO1 (stereo not drawn)	-2%[57.5 µM]
O=[N+]([O-])c1ccc(-c2ccc(/C=N/O)o2)cc1	-16%[57.5 µM]
CC(=C/c1ccco1)/C=N/NC(=O)Cc1cccn1C	1%
Cc1ccc(N2CCN(C(=O)c3ccccc3NC(=O)c3ccccc3C(=O)O)CC2)cc1	-11%
CC1C[C@@]2(NC(=O)NC2=O)C(C)CN1C (stereo partly drawn)	2%
Cn1c([N+](=O)[O-])cnc1N1CCN(c2nncs2)C1=O	5%[57.5 µM]
O=C(Cc1nnc(NC(=O)Nc2ccccc2)s1)NCc1ccccc1	-1%
S=C(Nc1ccccc1Cl)N(Cc1ccccc1)Cc1ccccn1	-1%
Cc1cc(C)c2nc(NC(=O)C3CC(=O)N(Cc4ccco4)C3)sc2c1 (stereo not drawn)	5%
COc1ccccc1C(=O)NC(=S)NNC(=O)c1sc2ccccc2c1Cl	13%
CCCn1c(N)c(C(=O)CSc2nc3ccccc3c(=O)n2Cc2ccccc2)c(=O)[nH]c1=O	9%
CCOC(=O)C1=C(C)C2C3C(=O)N(c4ccc(C)cc4C)C(=O)C3C1(C)C1C(=O)N(c3ccc(C)cc3C)C(=O)C21 (stereo not drawn)	1%
CCOc1ncccc1C(=O)OCc1c(Cl)cccc1Cl	-1%
O=C(Cc1cccs1)NCc1cccc(F)c1	u
O=c1[nH][nH]cc1C=NCc1cccnc1	2%
NC(=O)c1ccc(N2CCN(c3ccc(O)cc3)CC2)c([N+](=O)[O-])c1	3%
N#C/C(=C/c1cccs1)c1ccccn1	-2%[57.5 µM]
O=C(Nc1ccc(C2SCCS2)cc1)c1ccccc1	4%[57.5 µM]
C=CCn1c(C(CCCC)CC(O)COCC(C)C)n[nH]c1=S (stereo not drawn)	-1%

Structures from the list above containing a nitro group on carbon (9):
SMILES	ERK EGF block
Cc1nn(CCCC(=O)Nc2cc(Oc3ccc(F)cc3)cc([N+](=O)[O-])c2)c(C)c1[N+](=O)[O-]	-4%
O=C(COC(=O)/C=C/c1ccc([N+](=O)[O-])cc1)NCc1ccco1	8%[57.5 µM]
CCOC(=O)CCn1cnc2ccc([N+](=O)[O-])cc2c1=O	4%
Cc1ccc(CSCCNC(=O)CN(c2cccc([N+](=O)[O-])c2)S(C)(=O)=O)cc1	u
O=[N+]([O-])c1cccc(NC2=NCCC2)c1	-2%
O=[N+]([O-])c1cccnc1Oc1ccc(F)cc1	0%[57.5 µM]
O=[N+]([O-])c1ccc(-c2ccc(/C=N/O)o2)cc1	-16%[57.5 µM]
Cn1c([N+](=O)[O-])cnc1N1CCN(c2nncs2)C1=O	5%[57.5 µM]
NC(=O)c1ccc(N2CCN(c3ccc(O)cc3)CC2)c([N+](=O)[O-])c1	3%
